D2 agonist: D2 dopamine receptor (human) agonism. HEK293 T-REx D2 cells, calcium flux agonist mode. activation, % at 2 µM. 340,000 tested, 0.53% active. AID 485358;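 active = activation over 3 SD above normal in the single-dose calcium agonist read, cut at about 30% in these data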; note: 0% is about no effect
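Agonism scored from kinetic calcium signal (1 read/sec, 180 s) following compound pin transfer, after a 10 s baseline. Cells: HEK293 Trex line expressing inducible D2 receptor coupled to calcium, dye-loaded after overnight culture at 30 C.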
TRHR ag: agonists of human TRH receptor | P34981 | TRHR cells, calcium flux fluo-8, FDSS agonist mode | activation, % at 2 µM | 360,000 tested, 0.18% active; note: 0% is about no effect
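Steps: seed TRHR cells overnight; add fluo-8 no-wash Ca dye, RT 30 min–1.5 h; record 10 s baseline; pin-transfer compounds; monitor fluorescence 1 cycle/s for the agonist window. Calcium increases flag candidate agonists.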
D1 agonist: human D1 receptor agonism | P21728 | HEK293 T-REx D1 cells, calcium flux, agonist mode | activation, % at 2 µM | 360,000 tested, 1% active | AID 504660; note: 0% is about no effect
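Agonism was scored from calcium flux recorded over 180 s (1 read/s) after pintool compound addition, following a 10-cycle baseline. Cells were inducible force-coupled HEK293 TREx D1, plated overnight at 30 C and loaded with no-wash calcium dye.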
D2 antagonist: D2 dopamine receptor (human) antagonism | AID 485344 | 340,000 tested, 2% active | P14416 | HEK293 TREx D2 cells, calcium flux, dopamine EC80 | inhibition, % at 10 µM; in the data active = inhibition above about 30%; note: 0% is about no effect
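Read-out: kinetic calcium fluorescence (1 cycle/s) in inducible HEK293 T-REx D2 cells after an EC80 dopamine addition that followed 180 s compound preincubation. Loss of the dopamine response indicates antagonism.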
D1 antagonist: antagonists of human D1 dopamine receptor | activity change, negative = inhibition, % at 10 µM | AID 504652 | P21728 | HEK293 TREx D1 cells, calcium flux, dopamine EC80; active compounds read low | 360,000 tested, 3.2% active; in the data active = activity change below about -30%; note: % is set by controls: 0 for no effect and ±100 for the full control effect
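Cells carrying a force-coupled, tetracycline-inducible human D1 receptor report calcium flux. Each well gets a 10 s baseline, compound with 180 s monitoring, then an EC80 dopamine stimulus with a second 180 s kinetic read.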
RXFP1 antagonist: blocks the human relaxin receptor RXFP1. HEK293-RXFP1, relaxin-stimulated cAMP HTRF, 30 min; active compounds read low. Q9HBX9. 350,000 tested, 0.59% active. activity change, negative = inhibition, % at 57.5 µM;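 active = activity change of -60% or lower, but not beyond a set lower limit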; note: % is set by controls: 0 for no effect and ±100 for the full control effect
Target sequence (Q9HBX9 whole entry, looked up): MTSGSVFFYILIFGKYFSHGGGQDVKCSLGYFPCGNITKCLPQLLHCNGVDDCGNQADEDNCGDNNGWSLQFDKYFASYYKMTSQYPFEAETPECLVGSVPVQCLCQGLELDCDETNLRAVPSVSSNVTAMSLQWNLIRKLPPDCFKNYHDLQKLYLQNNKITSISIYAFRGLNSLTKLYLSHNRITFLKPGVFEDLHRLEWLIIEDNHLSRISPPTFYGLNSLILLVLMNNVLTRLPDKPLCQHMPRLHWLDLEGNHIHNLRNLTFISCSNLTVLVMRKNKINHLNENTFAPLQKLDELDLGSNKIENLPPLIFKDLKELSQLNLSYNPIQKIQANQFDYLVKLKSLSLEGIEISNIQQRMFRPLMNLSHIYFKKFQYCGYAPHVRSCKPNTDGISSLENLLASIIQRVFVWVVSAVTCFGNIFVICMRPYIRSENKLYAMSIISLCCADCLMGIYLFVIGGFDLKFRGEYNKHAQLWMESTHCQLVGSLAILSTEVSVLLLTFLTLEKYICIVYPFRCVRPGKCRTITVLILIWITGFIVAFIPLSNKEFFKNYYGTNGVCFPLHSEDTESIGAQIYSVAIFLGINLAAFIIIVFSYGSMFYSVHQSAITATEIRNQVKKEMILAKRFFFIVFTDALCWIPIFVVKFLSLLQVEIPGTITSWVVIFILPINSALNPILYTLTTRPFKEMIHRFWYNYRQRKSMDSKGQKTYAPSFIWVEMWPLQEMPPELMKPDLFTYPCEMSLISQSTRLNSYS
D1 potentiator: enhances dopamine response at the human D1 receptor | P21728 | HEK293 TREx D1 cells, calcium flux, dopamine EC20 potentiation | potentiation, % at 10 µM | 360,000 tested, 0.036% active | AID 504651; in the data active = potentiation above about 30%; note: 0% is about no effect
D2 PAM: D2 dopamine receptor (human) potentiation | P14416 | 340,000 tested, 0.34% active | potentiation, % at 10 µM | HEK293 T-REx D2, calcium flux, EC20 dopamine potentiation;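 active = potentiation over 3 SD above the plate norm, cut at about 30% in these data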; note: 0% is about no effect
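Cells plated with tetracycline inducer and held overnight at 30 C; calcium dye loaded 30–90 min at room temperature; baseline taken, compound added and read 180 s; EC20 dopamine then added and read 180 s.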
TRHR PAM: allosteric enhancers of human TRH receptor; P34981; TRHR cells, fluo-8 calcium fluorescence, EC20 TRH enhancement; enhancement, % at 2 µM; 360,000 tested, 0.66% active; in the data active = enhancement above about 30%; note: 0% is about no effect
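Enhancer read-out: after compound pinning and an initial kinetic agonist-mode read, an EC20 of TRH (10 nM final) was injected and fluo-8 calcium signal (Ex 480/Em 530) followed at 1 s/cycle for 100 cycles in TRHR-expressing cells.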
Active calls of the source: *; . = not tested or not shown. Cut-off read from the data, not from the text of the source, unless noted: active = activation above about 30%; inactive = the rest. Not a hit list, and some 7.3% of all compounds hit somewhere here.

SMILES	D2 agonist	TRHR ag	D1 agonist	D2 antagonist	D1 antagonist	RXFP1 antagonist	D1 potentiator	D2 PAM	TRHR PAM
CCOc1ccccc1NC(=O)COn1nnc2ccccc21	0.0	-0.1	2	-2	-5	-2	-5	2	2
CS(=O)(=O)c1ccc(Cl)c(NC(=O)COC(=O)c2ncc(Cl)c(Cl)c2Cl)c1	-0.1	-1.5	1	-16	-16	-8	-6	8	-3
CN(C)S(=O)(=O)c1ccc(NC(=O)COC(=O)c2n[nH]c3ccccc23)cc1	1.1	0.7	7	13	-25	-13	5	5	-2
COc1cc(C#N)ccc1OCC(=O)NCc1cccs1	0.2	-0.1	2	-6	-16	-2	-6	0	-1
COc1ccc(-c2cc(C(=O)O)[nH]n2)cc1OC	-0.2	0.0	2	6	4	8	2	7	7
O=C(c1ccco1)N1CCN(C(=S)Nc2cccc([N+](=O)[O-])c2)CC1	.	-0.3	2	.	-14	-36	-3	.	-1
O=C(NCCc1nnc2ccc(NCCCN3CCOCC3)nn12)c1ccccc1	-0.6	0.4	7	-16	-11	-11	-6	-1	-1
Cc1cccc(N=Cc2cc(Br)cc(Cl)c2O)c1	1.2	2.9	8	10	3	-64*	-3	1	8
CCN(CC)N=Nc1ccc(S(N)(=O)=O)cc1	0.1	0.3	9	0	-5	3	-7	24	58*
CC(=O)NN1C(=O)c2ccc(Oc3ccc4c(c3)C(=O)N(NC(C)=O)C4=O)cc2C1=O	0.9	0.4	-1	-3	-4	.	-2	2	0
O=C(Nc1nc(=O)c2ccccc2s1)c1ccccc1	-1.1	-0.5	1	-7	-3	8	-2	-6	20
COc1ccccc1N1CCN(S(=O)(=O)c2cc(C(F)(F)F)cc(C(F)(F)F)c2)CC1	-0.1	0.3	4	5	5	11	2	-1	-2
CC(OC(=O)c1ccc(Cl)nc1)C(=O)Nc1ccc(S(=O)(=O)N2CCCC2)cc1 (configuration not stated)	.	-0.1	1	.	1	4	-7	.	7
C(=C\c1ccccc1)/CSc1nnc(-c2ccncc2)n1Cc1ccco1	-0.6	-1.2	3	-4	-5	-3	-5	4	-10
CC(C)(C)OC(=O)N/N=C/c1cccn1-c1ccc([N+](=O)[O-])cc1	0.4	-0.3	0	-8	-24	-3	0	4	2
COc1cc(Cl)c(C)cc1NC(=O)Cn1cnc2sc(C)c(S(=O)(=O)N3CCCCC3)c2c1=O	.	0.4	2	.	-4	-28	-1	1	0
CCOCCc1nnc(NC(=O)c2ccc(OC)c(OC)c2)s1	0.1	0.1	-3	-5	-2	-7	2	8	3
CSc1nc2nccc(/C=C\c3ccccc3)n2n1	-0.3	-0.3	3	-21	10	-11	-2	1	14
COc1ccc(CCN2C(=S)N(c3ccc(Cl)cc3)C(=O)C2CC(N)=O)cc1OC (configuration not stated)	0.0	0.3	-1	4	0	9	-3	7	1
CCN(CC)S(=O)(=O)c1ccc(NC(=O)c2cc(-c3cccs3)nc3ccccc23)cc1	1.4	0.5	3	2	-4	22	-2	4	1
Fc1ccc(CNC(=S)Nc2cccc(Cl)c2)cc1	1.0	0.2	23	-3	-26	3	-10	-12	0
CC(C)(C)OC(=O)NCCCCCc1nnc(SCC(=O)Nc2cccc(Cl)c2)o1	-2.3	-0.3	30	-19	-29	-3	-8	11	19
CC(CCN1CCOCC1)c1ccccc1 (configuration not stated)	-0.5	0.8	1	1	8	2	-4	1	17
c1csc(C(c2nnnn2C2CCCC2)N2CCOCC2)c1 (configuration not stated)	-0.8	0.4	2	-3	-9	-8	-8	-11	8
CCOc1ccccc1NC(=O)c1nn(C)c2c1CSc1ccccc1-2	-1.4	0.2	3	.	6	5	-2	-5	-1

Given in markdown: 6 of the compounds above.
| molecule | D2 agonist | TRHR ag | D1 agonist | D2 antagonist | D1 antagonist | RXFP1 antagonist | D1 potentiator | D2 PAM | TRHR PAM |
| --- | --- | --- | --- | --- | --- | --- | --- | --- | --- |
| COc1ccccc1N1CCN(S(=O)(=O)c2cc(C(F)(F)F)cc(C(F)(F)F)c2)CC1 | -0.1 | 0.3 | 4 | 5 | 5 | 11 | 2 | -1 | -2 |
| c1csc(C(c2nnnn2C2CCCC2)N2CCOCC2)c1 (configuration not stated) | -0.8 | 0.4 | 2 | -3 | -9 | -8 | -8 | -11 | 8 |
| COc1ccc(-c2cc(C(=O)O)[nH]n2)cc1OC | -0.2 | 0.0 | 2 | 6 | 4 | 8 | 2 | 7 | 7 |
| CC(=O)NN1C(=O)c2ccc(Oc3ccc4c(c3)C(=O)N(NC(C)=O)C4=O)cc2C1=O | 0.9 | 0.4 | -1 | -3 | -4 | . | -2 | 2 | 0 |
| CCOCCc1nnc(NC(=O)c2ccc(OC)c(OC)c2)s1 | 0.1 | 0.1 | -3 | -5 | -2 | -7 | 2 | 8 | 3 |
| CCOc1ccccc1NC(=O)COn1nnc2ccccc21 | 0.0 | -0.1 | 2 | -2 | -5 | -2 | -5 | 2 | 2 |

3 records picked at random from those above:
SMILES	D2 agonist	TRHR ag	D1 agonist	D2 antagonist	D1 antagonist	RXFP1 antagonist	D1 potentiator	D2 PAM	TRHR PAM
CCN(CC)N=Nc1ccc(S(N)(=O)=O)cc1	0.1	0.3	9	0	-5	3	-7	24	58*
Fc1ccc(CNC(=S)Nc2cccc(Cl)c2)cc1	1.0	0.2	23	-3	-26	3	-10	-12	0
COc1ccc(CCN2C(=S)N(c3ccc(Cl)cc3)C(=O)C2CC(N)=O)cc1OC (configuration not stated)	0.0	0.3	-1	4	0	9	-3	7	1

Structures listed above shown as hits in RXFP1 antagonist:
SMILES	D1 agonist	D2 antagonist	D1 antagonist	RXFP1 antagonist	D1 potentiator	D2 PAM	TRHR PAM
Cc1cccc(N=Cc2cc(Br)cc(Cl)c2O)c1	8	10	3	-64*	-3	1	8

Continuation:
SMILES	D2 agonist	TRHR ag	D1 agonist	D2 antagonist	D1 antagonist	RXFP1 antagonist	D1 potentiator	D2 PAM	TRHR PAM
Cc1ccc(S(=O)(=O)N2[C@@H](c3ccccc3)C(C(=O)O)=CC[C@H]2c2cccs2)cc1	0.1	-0.3	2	5	3	.	4	-15	0
CCc1ccc(N/C(SCc2cccc(F)c2)=C(/C#N)C(=O)NCc2ccco2)cc1	2.3	3.2	12	-14	27	21	-4	-5	-3
CCCCC1=CC2=CC(=O)C(C)(OC(=O)CC)C(=O)C2=CN1Cc1ccc2c(c1)OCO2 (configuration not stated)	0.3	1.8	3	12	26	.	1	0	2
COCc1nnc(NC(=O)C(C)C)s1	0.2	0.5	3	4	2	-2	-2	-7	0
Cc1ccc(C(C)NC(=O)c2cc3ccccc3oc2=O)cc1C (configuration not stated)	-1.4	0.3	10	7	-1	2	3	2	3
O=C(c1ccc(F)cc1)n1nc(-c2cccnc2)nc1NCc1ccc(F)cc1	-0.3	1.0	5	.	-11	-18	-1	5	-6
Cc1cc(NC(=O)CCCN2C(=O)c3cccc4cccc(c34)C2=O)no1	0.2	-0.4	5	-11	-2	-10	-4	-3	0
CC(=O)c1cccc(NC(=O)c2nc(-c3ccccc3)n(-c3cccc(Cl)c3)n2)c1	-1.5	0.4	8	.	-20	.	-3	-20	0
COc1ccc(C2CC(c3cccs3)=NN2C(=O)CSc2nc3ccccc3s2)cc1 (configuration not stated)	0.8	0.6	5	15	-6	24	-7	-4	-5
O=c1cc(COc2ccc(Cl)cc2Cl)nc2scc(-c3ccccc3)n12	.	-0.6	2	.	0	.	-2	-2	24
CCOC(=O)C1CCN(C(=O)c2ccc(N3CCCC3=O)cc2)CC1	0.1	3.1	3	-3	5	6	-3	2	34*
Cc1cc(C(=O)N2CC(C)CC(C)C2)n(-c2ccccc2)n1 (configuration not stated)	0.1	0.0	-3	0	14	.	-4	-7	2
CCOC(=O)C1=C(C)NC(=O)NC1/C=C/c1ccccc1 (configuration not stated)	0.8	-0.1	1	-6	-6	-6	4	10	-2
COc1ccc(C(=O)N/C(=C\c2ccccc2)C(=O)Nc2ccc(C(=O)NCC(=O)O)cc2)cc1	-0.2	-1.4	1	-5	16	3	-1	1	-1
COc1cccc(NC(=O)Nc2cc(C(=O)NCC3CCCO3)ccc2N2CC3CC(C2)c2cccc(=O)n2C3)c1 (configuration not stated)	0.2	0.4	1	-17	11	2	1	-2	0
Cc1cc(C)c2c(=O)n(CC(=O)Nc3ccc(Cl)cc3)sc2n1	4.8	2.4	23	7	-39*	-26	-10	9	6
CC[C@@H]1[C@H]2CCCC(=O)N3CC[C@@H](C[C@@H]1OC(=O)NCc1ccccc1)[C@@H]23	0.1	-0.1	2	-8	-13	.	0	7	-5
CCc1nnc(NC(=O)CN2CCN(CC)CC2)s1	1.6	0.3	3	5	10	1	1	-5	0
O=c1cnc2ccccc2n1Cc1ccc(Br)cc1	-1.8	-0.4	4	7	-4	2	-1	11	-4
NS(=O)(=O)c1ccc(NC(=O)c2cccc(N3C(=O)c4ccccc4C3=O)c2)cc1	3.6	0.6	2	1	0	-13	-8	2	3
CNC[C@H](CC1CCCCC1)NC[C@H](CO)NCC1(c2ccccc2)CC1	-0.5	1.3	4	-3	-2	.	-1	1	-4
COc1ccc(S(=O)(=O)N2CCC(C(=O)N3CCCCCC3)CC2)cc1	1.1	0.2	2	-24	-9	8	-6	1	-3
CCCNCC(O)Cn1c2ccccc2n2c(=O)cc(C)c(C#N)c12 (configuration not stated)	-1.6	-1.5	2	9	-4	-8	-3	-7	-3
COc1ccc2[nH]cc(C(=O)CN3CC(C)CC(C)C3)c2c1 (configuration not stated)	0.5	0.3	6	5	26	-22	5	-2	7
CCOC(=O)N1CCN(C(=O)c2ccc(S(=O)(=O)Nc3cccc(C(F)(F)F)c3)cc2)CC1	-1.1	0.2	4	2	-42*	-2	1	-1	7
CCCc1cc(NC(=O)COC(=O)c2nccnc2N)n(-c2ccccc2)n1	0.3	0.3	-1	8	4	2	-4	-7	7
COc1cccc(NC(=O)C2CC(=O)OC23CCOC(C)(C)C3)c1 (configuration not stated)	-0.9	-0.2	2	3	2	-26	4	5	-6
O=[N+]([O-])c1ccc(N2CCCC2)cc1N1CCCC1	0.1	-0.3	2	-3	-12	-2	-1	7	1
Cc1ccc(CNC(=O)C2CCN(C(=O)c3cccc(Cl)c3)CC2)cc1	-0.2	-1.1	7	-2	-57*	-14	16	-3	-2
O=C(c1noc2c1CCCC2)N1CCOCC1	-1.2	0.4	3	1	-8	7	-2	-1	-2
